Rad51 HR inh: Rad51 (human) homologous recombination inhibition. Q06609. hRad51 DNA strand exchange, fluorescence dequenching. inhibition, % at 10 µM. actives 0.085% (n = 200,000);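 active = inhibition above 40% at the single screening dose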;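 note: 0% = DMSO control wells and 100% = blanks with heterologous ssDNA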
Target sequence (Q06609 whole entry, looked up): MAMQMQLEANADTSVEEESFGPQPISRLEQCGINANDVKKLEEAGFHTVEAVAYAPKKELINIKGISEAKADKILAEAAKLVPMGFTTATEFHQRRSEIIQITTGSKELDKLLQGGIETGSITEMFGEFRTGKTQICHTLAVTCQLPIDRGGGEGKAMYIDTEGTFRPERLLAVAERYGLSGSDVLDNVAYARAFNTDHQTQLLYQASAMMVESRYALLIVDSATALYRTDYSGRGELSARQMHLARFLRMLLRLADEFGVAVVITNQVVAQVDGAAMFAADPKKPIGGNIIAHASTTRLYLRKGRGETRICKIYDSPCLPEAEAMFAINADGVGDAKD
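System: human Rad51 nucleoprotein filaments preassembled on unlabelled ssDNA. Reagent: labelled 47-mer dsDNA for strand exchange. Schedule: 30-min compound preincubation and 15-min exchange, both room temperature. Measured by: FRET fluorescence dequenching, excitation 485 nm, emission 520 nm. Read-out: Fluorescence-based percent inhibition, control- and blank-normalised. Benchmarks: plate controls and plate blanks.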
Furin inh: blocks human furin protease activity; inhibition, % at 30 µM; purified furin, fluorogenic substrate cleavage; AID 463115; actives 0.061% (n = 220,000); in the data active = inhibition above about 25%; note: inactives centre near -15
Target sequence (P09958 108-714 limits assumed): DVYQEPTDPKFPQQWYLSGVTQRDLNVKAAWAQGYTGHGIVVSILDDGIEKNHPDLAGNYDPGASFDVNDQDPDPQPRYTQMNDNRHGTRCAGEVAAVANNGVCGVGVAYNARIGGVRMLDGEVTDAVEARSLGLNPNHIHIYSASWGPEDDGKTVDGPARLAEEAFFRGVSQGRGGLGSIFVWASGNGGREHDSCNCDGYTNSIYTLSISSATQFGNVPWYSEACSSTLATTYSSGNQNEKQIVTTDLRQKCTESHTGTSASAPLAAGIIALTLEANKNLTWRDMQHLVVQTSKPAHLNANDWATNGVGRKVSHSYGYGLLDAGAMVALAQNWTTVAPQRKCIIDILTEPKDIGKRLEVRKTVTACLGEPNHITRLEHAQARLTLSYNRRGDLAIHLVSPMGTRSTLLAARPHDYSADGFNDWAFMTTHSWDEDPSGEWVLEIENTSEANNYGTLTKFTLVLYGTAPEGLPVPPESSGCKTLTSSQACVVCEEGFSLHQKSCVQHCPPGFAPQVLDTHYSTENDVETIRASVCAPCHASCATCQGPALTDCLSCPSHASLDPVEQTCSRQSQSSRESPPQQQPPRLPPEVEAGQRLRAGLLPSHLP
Cl transport mod: KCC2 (human) Cl- transport modulation; Q9H2X9; KCC2 cells, thallium flux FluoZin-2 fluorescence; B-score of Tl+ flux slope (higher = more flux/activation; lower = inhibition) at 10 µM; actives 2.2% (n = 190,000);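 active = thallium flux slope and its plate-corrected score both differing from the plate sample mean at a set confidence after two filtering rounds, in either direction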;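 note: slope of fluorescence scaled to starting intensity during 10 to 20 s after thallium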
Numbers without * were called inactive; . = not tested or not shown; [ ] = dose if it differs, or a comment. This is a subset; count on the stated rates, not on these rows.

Results follow in this order: Rad51 HR inh | Furin inh | Cl transport mod
#1 C=C1CCN([C@@H](CC(C)C)C(=O)NCc2cc(OC)c(OC)c(OC)c2)S(=O)(=O)c2ccccc21
 : -1 | . | .
#2 COc1ccc([C@H]2/C=C\CN(S(C)(=O)=O)[C@@H](C)C(=O)N2Cc2ccc(F)cc2)cc1
 : 4 | . | .
#3 CC(C)(C)OC(=O)NCCCC1=CC2=CC(=O)C(C)(OC(=O)c3ccc(Cl)nc3)C(=O)C2=CO1 (stereo not given)
 : -22 | . | .
#4 O=C(O)C[C@H]1c2cc(F)ccc2S(=O)(=O)N1C1CCCCC1
 : 0 | . | .
#5 C[C@@H]1CCC[C@@]2(O[C@@H](CCO)C[C@H](O)[C@H]2O)O1
 : -4 | . | .
#6 O=C1OCCN1c1c(-c2ccccc2)c(N2CCOCC2)nc2ccccc12
 : -1 | . | .
#7 Cc1ccc(CNC(=O)c2cc(-c3ccccc3)nn2CC2CC(c3cccnc3)=NO2)cc1 (stereo not given)
 : -4 | . | .
#8 O=C(NCc1cccc(Br)c1)C1CC(c2ccc(C(F)(F)F)cc2)=NO1 (stereo not given)
 : -8 | . | .
#9 CCO[C@H]1OC(C(=O)O)=C[C@@H](c2cn(C(C)=O)c3ccccc23)[C@@H]1CCCO
 : 3 | . | .
#10 CC1=C[C@@H](C)[C@@H](c2ccccc2)OC1=O
 : 4 | . | .
#11 CC(C)(C)C1=C(C#N)C(c2cc3c(cc2Br)OCO3)C(C#N)=C(N)O1 (stereo not given)
 : 10 | . | .
#12 COc1cc2c3c([nH]c2cc1F)C(=O)NCC3
 : 1 | . | .
#13 CC(C)(C)CN1C(=O)C(=O)NC[C@@H]1CCCCN
 : 9 | . | .
#14 CCOC(=O)N1CCN(Cc2nc3c(c(=O)n(C)c(=O)n3C)n2Cc2cccc3ccccc23)CC1
 : 4 | . | .
#15 COc1c(O)cccc1[C@H](O)C1CCN(CCc2ccc(F)cc2)CC1
 : -9 | . | .
#16 Cn1nnnc1SCC(=O)Nc1ccc(Cl)cc1Cl
 : . | -17 | .
#17 Cc1cc(C)c2c(n1)nn1c(N3CCOCC3)cc(C)nc21
 : . | -7[20 µM] | .
#18 Cc1nnc2sc(-c3ccc(NC(=O)c4cccnc4)cc3)nn12
 : . | -24[20 µM] | .
#19 O=C(NCCCN1CCOCC1)c1cc2cc(Cl)cc(Cl)c2oc1=O
 : . | -5[20 µM] | .
#20 Cc1cc(C)n2nc(SCc3cc(=O)n4ccccc4n3)nc2n1
 : . | -2[20 µM] | .
#21 Cc1nnc(SCC(=O)NCCc2ccccc2)[nH]c1=O
 : . | -24[20 µM] | .
#22 Cc1ccc(C2C(C(=O)c3sc(-c4ccccc4)nc3C)=C(O)C(=O)N2CCN(C)C)o1 (stereo not given)
 : . | -21[20 µM] | .
#23 Cc1nnc(N2CCN(c3ccccc3)CC2)c2nn(-c3ccccc3F)c(C)c12
 : . | -10[20 µM] | .
#24 Cc1cc(C)nc(-n2c(Nc3ccccc3)cc(=O)c3c(C)n(-c4ccccc4)c(=O)nc32)n1
 : . | -10[20 µM] | .
#25 O=C(c1ccc2c(c1)c(=O)oc1ccccc12)N1CCCCC1
 : . | -10[20 µM] | .
#26 CCN(CC)CCCN1C(=O)C(=O)/C(=C(/O)c2ccc3c(c2)OCO3)C1c1ccccn1 (stereo not given)
 : . | 0[20 µM] | .
#27 Cc1cc(C)c2c(n1)nn1c(N3CCN(c4ccccc4C)CC3)cc(C)nc21
 : . | 0[20 µM] | .
#28 COc1cc2nc(SCC(=O)NC3CC3)n(CCC3=CCCCC3)c(=O)c2cc1OC
 : . | -15[20 µM] | .
#29 Cc1ccc(-c2cc(C(F)(F)F)n3nc(C(=O)N4CCCC4)cc3n2)cc1
 : . | -21[20 µM] | .
#30 COC(=O)c1cc2c(=O)n3ccccc3nc2n(C(C)C)c1=N
 : . | -24[20 µM] | .
#31 O=C(NC1=NCCS1)c1cccc(S(=O)(=O)N2CCCCC2)c1
 : . | -23 | .
#32 COc1ccccc1OCc1nc2c3c(-c4ccccc4)c(-c4ccccc4)oc3ncn2n1
 : . | -3[20 µM] | .
#33 CC(C)C1N=C2c3ccccc3N=C(SCc3cc(=O)n4ccccc4n3)N2C1=O (stereo not given)
 : . | -31[20 µM] | .
#34 Cn1nc(-c2ccc(N3CCOCC3)c(NC(=O)c3ccccc3)c2)c2ccccc2c1=O
 : . | -25[20 µM] | .
#35 Cc1nc2ncnn2c(N2CCC(C(=O)NCC3CCCO3)CC2)c1Cc1ccccc1 (stereo not given)
 : . | -9[20 µM] | .
#36 CCN(CC)CCCN1C(=O)C(O)=C(C(=O)c2ccc(C)o2)C1c1ccco1 (stereo not given)
 : . | -14[20 µM] | .
#37 CC1(C)CC(=O)c2cc(C(=O)N3CCCCC3)c(=O)n(-c3ccc(Cl)cc3)c2C1
 : . | -12[20 µM] | .
#38 CCCCP(=O)(c1ccccn1)c1ccccn1
 : . | -13 | .
#39 CC1CC(C)CN(c2nc3c(c(=O)[nH]c(=O)n3C)n2CCCSc2nc3ccccc3s2)C1 (stereo not given)
 : . | 7[20 µM] | .
#40 COC(=O)c1c(NC(=O)Cc2cccs2)sc(C(=O)NC2CCCCC2)c1C
 : 1 | -13[20 µM] | .

Four records picked at random from those above:
Results follow in this order: Rad51 HR inh | Furin inh | Cl transport mod
#33 CC(C)C1N=C2c3ccccc3N=C(SCc3cc(=O)n4ccccc4n3)N2C1=O (stereo not given)
 : . | -31[20 µM] | .
#29 Cc1ccc(-c2cc(C(F)(F)F)n3nc(C(=O)N4CCCC4)cc3n2)cc1
 : . | -21[20 µM] | .
#36 CCN(CC)CCCN1C(=O)C(O)=C(C(=O)c2ccc(C)o2)C1c1ccco1 (stereo not given)
 : . | -14[20 µM] | .
#32 COc1ccccc1OCc1nc2c3c(-c4ccccc4)c(-c4ccccc4)oc3ncn2n1
 : . | -3[20 µM] | .

Going on with the list.
Results follow in this order: Rad51 HR inh | Furin inh | Cl transport mod
#41 CCN(CC)c1ccc(C2Nc3cccc4cccc(c34)N2)c(O)c1
 : -4 | -2 | .
#42 COc1ccccc1N(Cc1cc2cccc(C)c2[nH]c1=O)C(=O)C(C)C
 : -1 | -9 | .
#43 O=c1c2ccccc2nc2c3ccccc3ncn12
 : 7 | -17 | .
#44 Cc1cnc(C(=O)Nc2cccc3ncccc23)cn1
 : 9 | -8 | .
#45 c1csc(CNc2ncnc3sccc23)c1
 : -5 | -29 | .
#46 C=CCN(CC=C)Cc1c(O)ccc2c1oc(=O)c1ccccc12
 : 4 | -13[20 µM] | .
#47 COc1ccccc1NC(=O)CSc1nnc(-c2ccc(C)cc2)o1
 : 15 | -20 | .
#48 O=S(=O)(NCCSCc1ccc(Cl)c(Cl)c1)c1ccc2c(c1)OCCO2
 : -8 | -8[20 µM] | .
#49 CCCCOC(=O)Cn1c(=N)n(CCN2CCOCC2)c2ccccc21
 : 0 | -5[20 µM] | .
#50 NS(=O)(=O)c1ccc(CCNc2nc(CN3CCOCC3)nc3sc4c(c23)CCC4)cc1
 : 1 | -32 | .
#51 Cc1cc(/C=C2/SC(=S)N(c3cccc(C(F)(F)F)c3)C2=O)c(C)n1-c1cccnc1
 : -76 | -17[20 µM] | .
#52 COC(=O)c1cc(CSc2nc3ccc(C)cc3[nH]2)oc1C
 : 0 | -14 | .
#53 COc1cc(C2NC(=O)NC(C)=C2C(=O)OC2CCCCC2)cc(Br)c1O (stereo not given)
 : 0 | -11 | .
#54 CC(C)(C)SCCNC(=O)CSc1ccccc1
 : -8 | 7 | .
#55 CN(NC(=O)Nc1ccc(Cl)cc1)c1ncc(C(F)(F)F)cc1Cl
 : -1 | -18[20 µM] | .
#56 COc1ccc(C2C(Oc3ccccc3)C(=O)N2c2ccc(C)c(C)c2)cc1OC (stereo not given)
 : 0 | -5[20 µM] | .
#57 CCNC(=O)NC(=O)C(C)OC(=O)c1cccnc1SC (stereo not given)
 : 2 | -18 | .
#58 O=C(Nc1ccc2c(c1)OCO2)C1CCN(C(=O)CSc2ncnc3ccccc23)CC1
 : 0 | -20 | .
#59 Cc1cc(OCC(=O)NCCCN2CCOCC2)cc(C)c1Cl
 : -4 | -16 | .
#60 O=C(COC(=O)c1ccc(Br)o1)NCc1ccco1
 : -7 | -5 | .

Single records, from the list above:
Results for Cc1cc(OCC(=O)NCCCN2CCOCC2)cc(C)c1Cl → Rad51 HR inh: -4; Furin inh: -16; Cl transport mod: .
Results for CCCCOC(=O)Cn1c(=N)n(CCN2CCOCC2)c2ccccc21 → Rad51 HR inh: 0; Furin inh: -5[20 µM]; Cl transport mod: .
Results for Cc1cnc(C(=O)Nc2cccc3ncccc23)cn1 → Rad51 HR inh: 9; Furin inh: -8; Cl transport mod: .

From entry 41 up to 43, copied from above:
Results follow in this order: Rad51 HR inh | Furin inh | Cl transport mod
#41 CCN(CC)c1ccc(C2Nc3cccc4cccc(c34)N2)c(O)c1
 : -4 | -2 | .
#42 COc1ccccc1N(Cc1cc2cccc(C)c2[nH]c1=O)C(=O)C(C)C
 : -1 | -9 | .
#43 O=c1c2ccccc2nc2c3ccccc3ncn12
 : 7 | -17 | .

Carrying on:
Results follow in this order: Rad51 HR inh | Furin inh | Cl transport mod
#61 Cc1cc(C)n(S(=O)(=O)c2cccc(Cl)c2Cl)n1
 : -1 | -2 | .
#62 O=C(CN1C(=O)c2ccccc2S1(=O)=O)N1CCN(c2cccc(Cl)c2)CC1
 : -2 | -31[20 µM] | .
#63 CCN(CC)C(=O)CSc1nc(O)cc(=O)n1-c1ccccc1OC
 : 0 | -24 | .
#64 CN(C)/C=C(/C(=O)c1ccccc1Cl)S(=O)(=O)c1ccccc1
 : -2 | -23[20 µM] | .
#65 c1ccc(OCCSc2ncnc3nc[nH]c23)cc1
 : 6 | -36 | .
#66 C=CCn1c(O)c(CN2CCOCC2)c(C)c(C#N)c1=O
 : -18 | -16 | .
#67 CC(C)CNC(=O)C(=O)NC1CCCC1
 : -6 | -18[20 µM] | .
#68 Cc1ccc(C(C)C)c(OCC(=O)c2c(O)c3ccccc3oc2=O)c1
 : 3 | -9[20 µM] | .
#69 CCN(CC)S(=O)(=O)c1cccc(S(=O)(=O)c2cccc(S(=O)(=O)N(CC)CC)c2)c1
 : -2 | -15 | .
#70 CCOC(=O)c1nnn(-c2nonc2N)c1COc1cc(C)c(Cl)c(C)c1
 : 11 | -20 | .
#71 COc1ccc(NC(=S)NCCCn2ccnc2)cc1
 : 7 | -24[20 µM] | .
#72 O=C(c1ccc(Cl)cc1)N1CCN(c2ccc([N+](=O)[O-])c(NCc3cccnc3)c2)CC1
 : -10 | -4[20 µM] | .
#73 Cc1cc(C)n(-c2cc(N3CCN(C(=O)c4ccccc4C)CC3)ccc2[N+](=O)[O-])n1
 : -1 | -11[20 µM] | .
#74 CCC(C)n1c(NC(=O)c2ccccc2)c(C#N)c2nc3ccccc3nc21 (stereo not given)
 : -21 | -13[20 µM] | .
#75 CN(C)c1ccc(C(=O)Nc2ccc(S(=O)(=O)NC3=NCCCCC3)cc2)cc1
 : 3 | 4 | .
#76 Cc1ccc(C)c(N/C=C(\C#N)c2nc3ccccc3o2)c1
 : 3 | -13[20 µM] | .
#77 O=C(c1ccco1)N1CCN(C(=O)c2cc(-c3ccncc3)nc3ccc(Br)cc23)CC1
 : 3 | -5[20 µM] | .
#78 Cc1nn(CC(=O)Nc2nnc(CC(=O)N3CCCC3)s2)c(=O)c2ccccc12
 : 3 | -9 | .
#79 Cc1ccccc1NC(=O)CCN1CCCCCC1
 : -4 | -38 | .
#80 C=COCCNC(=O)C(=O)NCC(C)C
 : 2 | -10[20 µM] | .
#81 CCCCCCn1c(CN2CCCCC2)nc2c1c(=O)n(C)c(=O)n2C
 : -4 | -5[20 µM] | .
#82 Cc1ccc(C(=O)/C=C/Nc2ccccn2)cc1
 : 2 | -2 | .
#83 CC1(C)CC(NC(=O)C23CCC(C)(/C(=N/O)C2)C3(C)C)CC(C)(C)N1 (stereo not given)
 : -3 | -21 | .
#84 COc1cc(O)c(NC(C)=O)c2nonc12
 : -6 | -18 | .
#85 Clc1ccc(Cl)c2sc(N3CCOCC3)nc12
 : -3 | -33 | .
#86 Cc1ccc(C(=O)C2C(c3ccc(-c4ccccc4[N+](=O)[O-])o3)NC(=O)NC2(O)C(F)(F)F)cc1 (stereo not given)
 : -10 | -8[20 µM] | .
#87 Cc1ccc(C(=O)C2=C(O)C(=O)N(CCN(C)C)C2c2ccccn2)o1 (stereo not given)
 : . | -11[20 µM] | 0.28
#88 O=C(O)C(CC(=O)N1CCOCC1)NCc1ccccc1 (stereo not given)
 : . | -32[20 µM] | 0.091
#89 CCC(=O)N1CCc2cc(S(=O)(=O)CCC(=O)Nc3c(C)n(C)n(-c4ccccc4)c3=O)ccc21
 : . | -10[20 µM] | 0.55
#90 O=C(NCCN1CCOCC1)c1cc2cc(Cl)cc(Cl)c2oc1=O
 : . | -22[20 µM] | 0.032
#91 CCCCOc1ccc(C(=O)CCNC(C(=O)O)C(C)CC)cc1 (stereo not given)
 : . | -16[20 µM] | -0.57
#92 COC(=O)Cc1cc(=O)[nH]c(/N=C(/NC(=O)c2ccccc2)Nc2ccccc2C)n1
 : . | -14[20 µM] | -0.096
#93 CCC(=O)Nc1ccc(-c2nn3c(C)nnc3s2)cc1
 : . | -5[20 µM] | -0.65

Compound activity deposited in PubChem by several laboratories.
